# PP5 primary: blocks human protein phosphatase 5 activity; 320,000 compounds, 0.18% hits; P53041; inhibition, % at 6.7 µM; purified PP5c, OMFP substrate fluorescence;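 active = inhibition above the campaign's mean inhibition across all tested compounds plus 3 SD, cut at about 9.5% in these data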;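 note: 0% = DMSO only and 100% = 100 µM cantharidin control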
# Target sequence (P53041 whole entry, looked up): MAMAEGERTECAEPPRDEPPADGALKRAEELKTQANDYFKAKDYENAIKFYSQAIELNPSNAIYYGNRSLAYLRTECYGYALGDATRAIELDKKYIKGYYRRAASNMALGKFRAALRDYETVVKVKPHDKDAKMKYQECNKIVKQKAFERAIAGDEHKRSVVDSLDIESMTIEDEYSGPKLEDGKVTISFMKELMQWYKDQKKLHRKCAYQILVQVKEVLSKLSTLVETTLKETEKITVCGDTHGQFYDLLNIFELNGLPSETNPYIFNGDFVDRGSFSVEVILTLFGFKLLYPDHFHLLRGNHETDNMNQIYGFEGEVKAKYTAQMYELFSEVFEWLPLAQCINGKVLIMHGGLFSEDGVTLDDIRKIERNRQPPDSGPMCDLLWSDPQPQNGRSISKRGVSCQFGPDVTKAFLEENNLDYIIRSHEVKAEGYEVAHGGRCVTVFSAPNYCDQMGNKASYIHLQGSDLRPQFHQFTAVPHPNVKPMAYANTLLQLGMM
# procasp3 activ: activates human procaspase-3 | activation, % at 8.5 µM | recombinant procaspase-3 D3A, Ac-DEVD-pNA absorbance 405 nm | 330,000 compounds, 0.11% hits | P42574;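 active = activation above the mean of all tested compounds plus 3 SD, cut at about 21% in these data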;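 note: 0% = DMSO alone and 100% = DMSO wells spiked with extra 5 µM PC-3 D3A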
#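 Technique: 405 nm absorbance of p-nitroaniline, reads at 0 and 120 min; Test system: Procaspase-3 D3A mutant; Incubation: 1 h enzyme-compound preincubation, then 2 h substrate reaction, 25 °C; Repeats: singlicate, each compound tested once; Benchmarks: low control DMSO wells, high control DMSO plus 5 µM PC-3 D3A.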
# CTSL1 counter: blocks F. hepatica cathepsin L1 in PFM18AAP counter-screen; AID 1906; 300,000 compounds, 0.49% hits; recombinant F. hepatica cathepsin L1, Z-Leu-Arg-MCA fluorescence; inhibition, % at 5.96 µM;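 active = inhibition above the mean of all tested compounds plus 3 SD, set per screening campaign, cut at about 17% in these data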;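 note: 0% = plate median of test compound wells and 100% = 1 µM Z-Phe-Ala-diazomethylketone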
# HCV core dimer: blocks dimerization of HCV core protein; TR-FRET GST/Flag-core106 dimerization, 1536-well; inhibition, % at 5 µM; 300,000 compounds, 0.33% hits; AID 1899;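 active = inhibition above the mean of all tested compounds plus 3 SD, set per screening campaign, cut at about 45% in these data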
#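 Test system: GST/Flag-tagged HCV core106 proteins; Medium: KF-containing HEPES buffer, pH 7.45, DTT, CHAPS, BSA; Times: compound-protein-antibody incubation 4 h at 22.5 °C; Detection: TR-FRET 671 and 617 nm emission; Benchmarks: wells lacking GST-core106 and wells with excess unlabelled core106.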
# TPT1 inhibitor: C. albicans TPT1 enzyme inhibition; recombinant caTPT1, FP RNA substrate dephosphorylation; AID 1962; inhibition, % at 5 µM; 300,000 compounds, 0.81% hits;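 active = inhibition above the mean of all tested compounds plus 3 SD, set per screening campaign, cut at about 24% in these data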;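 note: plate controls were DMSO alone for no effect and ferristatin control at 100 nM for full effect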
# PP1 inh: counter-screen for PP5 inhibitors: inhibitors of human PP1-alpha; P62136; purified PP1alpha, OMFP fluorescence; inhibition, % at 6.7 µM; 320,000 compounds, 0.9% hits; AID 2235;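 active = inhibition above the mean inhibition of all tested compounds plus 3 SD, computed separately for each screening campaign, cut at about 15% in these data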
# GASC-1 inh: blocks human GASC-1 demethylase activity; GST-JMJD2C(1-420) H3K9me3 demethylation, DELFIA europium; inhibition, % at 2.35 µM; 330,000 compounds, 0.069% hits; AID 2099;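 active = more than half of a compound's replicate wells show inhibition beyond 50%, single wells judged on their own value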;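 note: signal counts dimethyl H3K9 product captured on neutravidin plate; 0% = median of DMSO wells and 100% = 0.3 times that DMSO median; strong numbers were not always called active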
# Target sequence (Q9H3R0 1-420 limits assumed): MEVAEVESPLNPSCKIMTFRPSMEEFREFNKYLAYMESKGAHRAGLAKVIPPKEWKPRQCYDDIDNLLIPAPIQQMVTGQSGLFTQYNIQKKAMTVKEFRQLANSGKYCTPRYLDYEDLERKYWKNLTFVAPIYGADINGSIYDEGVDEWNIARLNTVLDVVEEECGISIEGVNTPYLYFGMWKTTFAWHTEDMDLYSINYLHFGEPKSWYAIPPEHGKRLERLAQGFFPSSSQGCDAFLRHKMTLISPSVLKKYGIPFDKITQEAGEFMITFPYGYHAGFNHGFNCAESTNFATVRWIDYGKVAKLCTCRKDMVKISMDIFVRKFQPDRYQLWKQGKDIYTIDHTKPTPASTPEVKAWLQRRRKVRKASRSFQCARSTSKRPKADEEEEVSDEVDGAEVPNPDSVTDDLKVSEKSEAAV
# Efflux pump mplx: blocks antifungal efflux pumps in multiplex yeast assay | S. cerevisiae Candida pump triplex, Nile Red efflux | inhibition, % at 10 µM | 330,000 compounds, 0.44% hits;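 active = plate passing quality check with inhibition over a set limit, or well fluorescence over plate mean plus 4 SD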;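 note: Nile Red retained in pooled yeast measured as flow cytometry median fluorescence; 0% = buffer negative control and 100% = Enniatin B positive control; higher means more Nile Red kept so more efflux inhibition; some compounds called inactive have numbers as strong as hits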
# proCasp7 act: counter-screen: procaspase-7 (human) activation; recombinant procaspase-7, Ac-DEVD-pNA absorbance 405 nm; D23A/D198A/D206A triple mutant, cannot self-cleave; scale: DMSO 0, 5 µM enzyme 100; activation, % at 8.5 µM; 330,000 compounds, 0.093% hits; P55210;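 active = percent activation above the screen-wide mean plus 3 SD, cut at about 25% in these data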
#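 Replicates: singlicate. Assay system: Procaspase-7 triple mutant (PC-7 D3A). Signal: 405 nm absorbance of p-nitroaniline. Times: 1 h preincubation, 2 h reaction. Buffer or medium: Zinc-free HEPES pH 7.4 with 300 mM NaCl, 0.01% Triton X-100. Also added: DEVD-pNA substrate. Benchmarks: DMSO wells as 0%, DMSO with 5 µM added PC-7 as 100%.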
# * = called active by the depositor; i = inactive; . = not tested or not shown; & = joins results of further samples.
no.	mol	PP5 primary	procasp3 activ	CTSL1 counter	HCV core dimer	TPT1 inhibitor	PP1 inh	GASC-1 inh	Efflux pump mplx	proCasp7 act
1	COc1cccc(CNC(=O)c2ccc(COc3ccccc3)cc2)c1	5.1	4	-1	6	-4	-2	7	0.3	7
2	Cc1cc(C)cc(NC(=O)CCCN2C(=O)C(c3ccccc3)Oc3cccnc32)c1 (stereo not given)	2.9	2	-6	4	-1	2	0	0.0	-4
3	CC(C)(C)c1ccc(C(=O)Nc2ccc(CC(=O)O)cc2)o1	-1.0	2	-3	4	0	2	2	-0.3	17
4	Cn1c(NNC(=O)c2c(F)cccc2F)cc(=O)n(C)c1=O	-2.4	2	-3	0	1	-7	13	-0.1	-1
5	COc1ccc(-n2nc(C(=O)NCC(=O)NCc3ccc(F)cc3)c3ccccc3c2=O)cc1OC	1.1	2	0	-9	-3	4	-8	-0.1	-9
6	COc1ccc(Cn2nnnc2C(c2cc(OC)ccc2OC)N2CCC(C(N)=O)CC2)cc1 (stereo not given)	1.9	-9	1	-1	-1	1	17&13	0.0	12
7	Cc1cc(C)n(-c2nc3ccccc3nc2N2CCC(C)CC2)n1	1.7	-9	7	5	2	-9	9	0.0	-21
8	C=CCn1c(=O)c(C(=O)NCCNCC)c(O)c2ccccc21	0.1	-5	-4	-3	-5	-3	6	0.1	-4
9	CCN1CCN(Cc2ccc(NC(=O)Nc3ccc(SC)cc3)cc2)CC1	1.8	3	1	-3	-1	-3	-4	0.0	4
10	C/C(CCC(C)C)=N\Nc1cc(C)c2ccccc2n1	-0.4	9	-1	-1	5	-2	22	-0.1	10
11	CN(C)S(=O)(=O)Oc1ccsc1C(=O)Nc1cccc(Cl)c1Cl	5.3	-8	7	0	-3	1	-10	0.0	6
12	COc1ccc(-c2cn(-c3ccc(C)cc3)c(=O)n2CC(=O)Nc2cccc(F)c2)cc1	1.5	1	0	25	6	2	-26	-0.2	3
13	CCOc1cc(NC(=S)NCCCN2CCOCC2)c(OCC)cc1NC(=O)C(C)C	3.4	-2	-1	0	1	-5	8	-0.2	-2
14	O=C1OCC2=C1C(c1ccccc1)CC(=O)N2c1cccc(F)c1 (stereo not given)	1.8	-3	4	-3	-7	4	7	-0.2	5
15	CCOC(=O)CCNC(=O)N1CCCC(CNS(=O)(=O)c2cccs2)C1 (stereo not given)	-0.7	-7	3	1	-4	0	6	-0.1	5
16	O=C(CNC(=O)C12CC3CC(CC(C3)C1)C2)N/N=C\c1ccco1	-4.2	9	5	0	-1	-3	-7	-0.4	5
17	NC(=O)c1cccc(-c2noc(-c3ccccc3F)n2)c1	-1.2	4	.	.	.	-2	8	0.0	6
18	Cc1nc([N+](=O)[O-])nn1C12CC3CC(CC(Cl)(C3)C1)C2	1.5	-1	-2	-2	-1	2	36	0.0	-1
19	CC(C)c1ccc(N(CC(=O)NCC2CCCO2)C(=O)CCC(=O)Nc2nccs2)cc1 (stereo not given)	3.5	-2	-1	0	-2	2	-16	-0.1	3
20	Cc1cccc(C)c1NC(=O)CCN1C(=O)C2C3CCC(C3)C2C1=O (stereo not given)	0.2	3	8	2	0	-1	5	-0.1	-1
21	O=c1cc(N2CCc3ccccc32)[nH]c(=O)n1-c1ccccc1Cl	1.2	-2	5	-19	-4	-2	-5	0.0	-10
22	C[N+](C)(C)CCOC(N)=O	2.6	0	3	-2	2	-1	.	0.0	-1
23	Cn1cccc1C(=O)NC(=O)COC(=O)c1ccc(S(C)(=O)=O)cc1	.	0	.	.	.	.	2	-0.1	9
24	CCc1ccccc1NC(=S)N1CCNC(=O)C1CC(=O)OC (stereo not given)	1.6	5	0	-3	-6	-3	0	-0.1	7
25	Cc1ccc(N2C(=O)N(CC(=O)NCc3ccc(Cl)cc3)C(=O)C2C)cc1 (stereo not given)	1.2	-5	-2	-3	-3	-1	21	-0.4	9
26	CCOC(=O)Cn1nc(-c2ccc(C)cc2)c2ccccc2c1=O	2.4	3	2	0	2	-1	-8	-0.1	4
27	CC1(C)C(=O)OC(C(=O)c2ccc(Cl)cc2)C(C)(C)C1=O (stereo not given)	0.1	4	0	-14	0	1	-5	0.0	6
28	CC(=O)NS(=O)(=O)c1ccc(NC(=O)c2ccc(Br)o2)cc1	0.4	2	0	-2	2	-8	9	0.6	-6
29	CCn1cc(CN2CCN(CC(C)(C)C)C(CCO)C2)c2ccccc21 (stereo not given)	1.2	-3	0	-2	-5	-2	-7	0.0	0
30	O=C(O)c1cc(S(=O)(=O)NC(Cc2c[nH]c3ccccc23)C(=O)O)ccc1Cl (stereo not given)	0.5	-8	-4	2	3	-3	-2	0.2	-4
31	COc1ccccc1C(=O)/C=C/c1ccc(N2CCCCC2)c([N+](=O)[O-])c1	4.0	-9	0	13	-2	3	-2	-0.1	-1
32	COc1ccc(OC)c(NS(=O)(=O)c2cccc3cccnc23)c1	3.4	-1	-12	12	5	1	14	-0.1	-6
33	C=CCN1C(=O)C2C(C(=O)NCc3ccccc3)C3(C)C=CC2(O3)C1C(=O)NC(C)(C)C (stereo not given)	2.2	2	-1	2	-4	-1	2	0.1	2
34	CCOC(=O)c1ccc(Oc2nc(N(C)C)nc(N3CCOCC3)n2)cc1	3.2	-9	-4	-4	4	1	1	0.2	1
35	Cc1ccccc1CN(c1ccc(C(=O)Nc2ccccc2C(=O)NCc2ccco2)cc1)S(C)(=O)=O	0.5	2	4	12	2	-2	4	-0.1	4
36	Cc1ccc(-n2cnc3scc(-c4cccs4)c3c2=O)cc1	3.0	4	-4	2	1	-4	0	0.1	-6
37	O=[N+]([O-])c1ccc2nc(NS(=O)(=O)c3ccc(F)cc3)sc2c1	0.0	1	5	8	1	1	-1	-0.1	-9
38	O=C(NCc1ccco1)Nc1ccc([N+](=O)[O-])cc1	0.8	1	10	1	0	5	-21	0.0	-4
39	Cc1occc1-c1nnc(SCC(=O)c2ccc(F)cc2)n1Cc1ccco1	-0.3	-3	-1	19	-1	-2	-2&0	0.1	-8
40	O=C(CCc1nnc(C2CCCCC2)o1)N1CCC(Oc2cccnc2)CC1	3.4	-7	-19	-9	-1	2	-5	0.2	-7
41	COc1cc2c(cc1OC)-c1nnc(-c3ccco3)n1C1(CCCC1)C2	3.1	-1	-1	-2	5	-2	-3	0.0	-1
42	COc1ccc(OC)c(N(CC(=O)N2CCC(C)CC2)S(=O)(=O)c2ccc(OC)c(OC)c2)c1	0.9	5	-1	5	0	-5	-1	0.1	0
43	CCOC(=O)C1CCCN(Cc2c(C(=O)N3CCOCC3)nc3ccccn23)C1 (stereo not given)	-0.3	6	4	-4	-1	-1	6	0.0	2
44	Cc1cccc2cc(C#N)c(SCC(=O)NCC3CCCO3)nc12 (stereo not given)	-4.3	-16	-7	0	-3	-7	-19	0.3	-12
45	CN(C)c1ccc(N2C(=O)CSC2=S)cc1	0.1	-19	-1	-4	-4	2	33	-0.3	-22
46	CCCOc1ccc(NC(=O)CC2C(=O)N(CC)C(=S)N2CCCN2CCN(Cc3ccccc3)CC2)cc1 (stereo not given)	-0.5	4	-3	-6	0	-3	i	0.2	-7
47	COc1ccc(NC(=O)CC2C(=O)N(c3cccc(OC)c3)C(=O)N2C2CCCCC2)cc1 (stereo not given)	1.2	7	-1	-3	0	-2	-17	-4.2	5
48	CCOc1ccc(CCNC(=O)CCC(=O)c2cccs2)cc1OCC	.	3	.	.	.	.	-4	0.1	2
49	CCOc1ccccc1CNC(=O)Cn1c(=O)oc2ccccc21	-0.9	-4	20*	1	-2	-2	-1	-0.3	1
50	O=C(COc1ccc(Cl)cc1Cl)Nc1ccc(Cl)cn1	3.6	8	4	-5	1	-1	-6	-0.1	3

# Later entries:
no.	mol	PP5 primary	procasp3 activ	CTSL1 counter	HCV core dimer	TPT1 inhibitor	PP1 inh	GASC-1 inh	Efflux pump mplx	proCasp7 act
51	CC(=O)Nc1ccc(NC(=O)CN(c2cccc(C)c2)S(C)(=O)=O)cc1	1.6	1	1	-1	-1	-1	-4	0.0	4
52	Cc1cccc(Nc2sc(C(=O)c3cc4cc(Cl)ccc4o3)c(N)c2C#N)c1	0.8	1	7	6	1	3	0	0.1	-6
53	CC(C)Oc1ccc(Cn2c(=O)oc3ccccc32)cc1	0.2	1	7	8	-3	-2	-12	-0.2	8
54	C=CCNCCOCCOc1ccc(C)cc1[N+](=O)[O-]	2.0	-3	-1	-1	-3	6	9	0.0	5
55	N#Cc1ccc(CSc2nnc(NC(=O)CCc3nc4ccccc4c(=O)[nH]3)s2)cc1	-1.2	-6	2	10	-3	-6	-1	0.1	-4
56	COCc1cc(C2C(C(=O)c3ccco3)=C(O)C(=O)N2CCOCCO)ccc1O (stereo not given)	0.0	4	3	-3	4	-1	-3	-0.2	-12
57	CC(=O)C(N=Nc1ccccc1)(Sc1nnc(-c2ccccc2)n1-c1ccccc1)C(=O)Nc1ccccc1 (stereo not given)	1.0	-5	0	27	-3	11	-6	0.3	-23
58	CSc1ccc(/C=N/NC(=O)c2cccc(O)c2)cc1	2.6	-5	6	-6	-4	-1	-9	-0.1	2
59	O=S(=O)(c1ccc(SCCO)nc1)N1CCOCC1	-1.4	-1	.	.	.	-4	4	0.0	-1
60	CC(Oc1ccccc1)C(=O)N=C1SC2CS(=O)(=O)CC2N1c1cccc(F)c1 (stereo not given)	0.4	5	-1	-3	-4	-1	1	0.0	6
61	Cc1cccc(C)c1NC(=O)COC(=O)c1ccccc1Nc1ccccc1	1.4	1	-1	16	0	3	8	-0.2	6
62	O=C(NCCc1ccccc1)C1CCN(S(=O)(=O)N2CCOCC2)CC1	2.1	-2	-5	5	0	-2	5	-0.1	6
63	Nn1c(Cc2ccccc2)n[nH]c1=S	-1.1	-3	1	-1	0	-3	-8	-0.1	-1
64	COc1ccc(CC(=O)Nc2oc(-c3ccccc3)c(-c3ccccc3)c2C#N)cc1OC	4.6	8	0	19	-1	1	0	-0.2	-1
65	O=C(C[C@@H]1C/C=C\CCCC(=O)OC[C@@H]2CCCN2C1=O)N[C@@H](CO)Cc1ccccc1	.	8	.	.	.	.	1	-0.2	5
66	O=C1COc2ccc(C(=O)CSc3ccccc3C(=O)O)cc2N1	-1.6	0	1	2	-2	-4	-7	0.2	4
